Pf gametocyte – P. falciparum stage V gametocyte viability inhibition. hit rate 0.065% among 150,000. P. falciparum stage V gametocytes, ATP luminescence, 24 h. inhibition, % at 10.9 µM. AID 743093;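 active means inhibition above the mean plus 3 SD of compounds within the control limits, set per campaign, cut at about 38% in these data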;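 further: 0% = DMSO wells and 100% = medium only without gametocytes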
Rac1 wt modul – modulators of human Rac1 wildtype GTP binding. P63000. GTP binding activity (% of control), % at 10 µM. GST-Rac1 beads, fluorescent GTP binding, flow cytometry; actives lie on both sides; 0 = cold GTP competed, 100 = untreated. hit rate 0.27% among 190,000. AID 757;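 active means GTP binding activity at least 20 points away from the 100% control level, either lower or higher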
Rac1 mut GTP – human Rac1 activated mutant GTP binding change; percent activity (GTP binding), % at 10 µM; P63000; GST-Rac1 activated beads, fluorescent GTP binding, flow cytometry; actives lie on both sides; 100% means binding = to untreated wells; hit rate 0.11% among 190,000;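 active means GTP binding at least 20 percentage points away from the 100% baseline, in either direction, so actives lie on both sides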
GSH bead fluor – GSH bead compound fluorescence profile; fluorescence (KMESF) at 10 µM; AID 1776; GSH beads flow cytometry, compound fluorescence 488/530 nm; stronger effect = higher value; hit rate 0.25% among 190,000; in the data active means fluorescence above about 89;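 further: glutathione beads carrying GST-tagged Bcl family fusion proteins plus one bare bead set; values are compound well signal with DMSO vehicle wells as background; inactives centre near 16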
HRas wt GTP – changes GTP binding to wildtype human HRas. GTP binding activity, % at 10 µM. hit rate 0.14% among 190,000. GST-Ras wt beads, Bodipy-FL-GTP binding, flow cytometry; actives lie on both sides. P01112;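 active means GTP binding activity at least 20% away from the 100% baseline, either lowered as inhibitor or raised as activator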;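 further: 0% = unlabeled GTP competition control and 100% = no-compound control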
Target sequence (P01112 whole entry, looked up): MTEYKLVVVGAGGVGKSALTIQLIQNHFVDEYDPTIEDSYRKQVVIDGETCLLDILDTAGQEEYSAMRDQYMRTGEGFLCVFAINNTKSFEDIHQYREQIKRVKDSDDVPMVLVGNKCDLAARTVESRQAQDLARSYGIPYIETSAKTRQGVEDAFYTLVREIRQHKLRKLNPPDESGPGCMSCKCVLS
Cdc42 wt – changes GTP binding to wildtype human Cdc42 | hit rate 0.2% among 190,000 | P60953 | GST-Cdc42 beads, Bodipy-GTP binding, flow cytometry; actives lie on both sides | percent activity (GTP binding), % at 10 µM;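 active means percent activity GTP binding at least 20 points away from the 100% baseline, either down as inhibitor or up as activator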;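 further: median bead fluorescence of bound Bodipy-FL-GTP at 100 nM; 0% = excess unlabeled GTP control and 100% = no compound control; below 100% means less GTP binding so inhibitor and above means activator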
Target sequence (P60953 whole entry, looked up): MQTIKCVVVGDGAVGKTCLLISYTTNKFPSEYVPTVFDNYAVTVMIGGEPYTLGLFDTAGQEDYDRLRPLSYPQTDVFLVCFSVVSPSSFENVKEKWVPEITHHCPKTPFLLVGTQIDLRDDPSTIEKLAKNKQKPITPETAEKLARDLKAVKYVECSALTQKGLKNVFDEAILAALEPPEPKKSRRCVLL
Avidin bead fluor – avidin bead compound fluorescence profile; Avidin beads, compound fluorescence 488/530 nm, flow cytometry; stronger effect = higher value; hit rate 0.38% among 220,000; fluorescence (KMESF) at 10 µM; in the data active means fluorescence above about 47; further: inactives centre near 10
Rab2 wt GTP – changes GTP binding to wildtype dog Rab2A, up or down. P61105. GST-Rab2 wt beads, Bodipy-GTP binding, flow cytometry. GTP binding activity, % at 10 µM. hit rate 0.19% among 190,000. AID 760;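 active means GTP binding activity at least 20 points away from 100%, either lowered or raised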;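 further: 0% = beads with excess unlabeled GTP and 100% = no-compound control corrected for plate trend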
Mcl1 Bid PPI – disrupts binding of human Mcl-1 to Bid peptide | hit rate 0.97% among 220,000 | inhibition, % at 21.7 µM | TR-FRET Mcl-1/Bid-Dy647 peptide binding, 1536-well | AID 1021;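 active means compounds that cut the binding signal by more than half at the single screening dose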;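 further: His-tagged Mcl-1 with europium anti-His antibody binding Bid BH3 peptide; 0% = Mcl-1 plus peptide wells and 100% = peptide-only wells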
Target sequence (Q07820 whole entry, looked up): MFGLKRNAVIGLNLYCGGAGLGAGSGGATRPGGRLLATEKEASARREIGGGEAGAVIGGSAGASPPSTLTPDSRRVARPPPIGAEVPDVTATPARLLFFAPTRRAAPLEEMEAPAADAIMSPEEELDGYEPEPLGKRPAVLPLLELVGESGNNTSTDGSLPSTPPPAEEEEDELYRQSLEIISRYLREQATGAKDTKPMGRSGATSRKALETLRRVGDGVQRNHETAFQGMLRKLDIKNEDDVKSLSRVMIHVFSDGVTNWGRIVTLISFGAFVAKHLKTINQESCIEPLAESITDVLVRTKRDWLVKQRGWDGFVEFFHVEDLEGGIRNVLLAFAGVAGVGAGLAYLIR
Mcl1 Noxa PPI – Mcl-1/Noxa interaction inhibition; Q07820; TR-FRET Mcl-1/Noxa peptide binding, 2 h; inhibition, % at 21.7 µM; hit rate 1.5% among 220,000;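 active means compounds that cut the protein-peptide binding signal by more than 50% relative to plate controls in a single-dose test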;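 further: His-tagged Mcl-1 with rhodamine Noxa BH3 peptide and terbium anti-His antibody; 0% = Mcl-1 plus Noxa peptide wells and 100% = peptide-only wells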
Rab7 wt GTP bind – modulators of GTP binding to dog Rab7 wildtype GTPase; GST-Rab7 beads, fluorescent GTP binding, flow cytometry; actives lie on both sides; untreated = 100%, excess cold GTP = 0%; GTP binding activity (percent of control), % at 10 µM; hit rate 0.055% among 190,000; AID 758;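 active means fluorescent GTP binding to Rab7 beads changed by at least 20 points from the 100% baseline, either direction, mostly lower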;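 further: median green fluorescence of bound Bodipy-FL-GTP per Rab7 bead population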
* = called active by the depositor; · = no result given; & = joins results of further samples.

The line under a structure holds: Pf gametocyte	Rac1 wt modul	Rac1 mut GTP	GSH bead fluor	HRas wt GTP	Cdc42 wt	Avidin bead fluor	Rab2 wt GTP	Mcl1 Bid PPI	Mcl1 Noxa PPI	Rab7 wt GTP bind
O=[N+]([O-])c1ccc(N2CCCC2)cc1N/N=C1\CN2CCC1CC2
    ·	104	97	19	99	101	6	100	-12	13	100
O=C1NC(=O)C(CCc2ccncc2)(CCc2ccccn2)C(=O)N1c1ccc(Br)cc1 (stereo not drawn)
    8	98	95	12	99	100	10	99	-14	14	94
CCOP(=O)(OCC)C(NC(=O)c1ccccc1)=C(Cl)Cl
    -4	102	99	9	101	99	3	99	-9	5	98
COc1ccc(NC(=O)N2CCC3(CC2)OCCO3)cc1
    -3	100	95	13	100	100	11	100	-1	4	109
COc1ccccc1OCCCn1cc(C(C)=O)c2ccccc21
    -31	99	97	10	97	97	6	96	22	6	97
CN(C)C(=O)Oc1ccc(OCc2nc3ccccc3[nH]2)cc1
    16	103	102	10	104	101	3	102	-22	-2	98
O=C1NC(=O)N(c2ccc(Cl)cc2)C(=O)/C1=C\c1ccc(Sc2nc3ccccc3[nH]2)o1
    -2	95	92	2	95	95	8	92	-2	68*	95
CC1(C)OC1COc1c2occc2cc2ccc(=O)oc12 (stereo not drawn)
    -3	103	98	17	102	102	12	99	2	-4	101
CC(=O)Nc1cc(C(=O)N2CCC3(CC2)OCCO3)ccc1S(=O)(=O)c1ccc(C)cc1
    ·	108	102	15	104	102	19	103	-14	6	106
Cc1ccc(/C=C2\C(=O)NC(=S)N(c3ccc(F)cc3)C2=O)s1
    11	92	84	12	92	86	4	92	-24	29	107
CC1(C)COC(Nc2ccc(Cl)cc2)=N1
    20	101	102	8	96	95	8	97	-11	3	92
Cc1cccc(CN2CCN(CC(=O)N3CCC4(CC3)OCCO4)C2=O)c1
    22	101	99	25	99	103	30	100	-2	2	95
Clc1ccccc1CNC1CN2CCC1CC2 (stereo not drawn)
    ·	102	100	17	99	98	7	100	7	-6	97
COc1ccc(-n2c(Cc3ccccc3)nc3ccccc3c2=O)cc1
    -10	102	93	10	99	98	12	96	-21	0	104
Cc1nc2cc([N+](=O)[O-])ccc2c(=O)n1-c1ccccc1[N+](=O)[O-]
    16	96	95	12	94	95	16	95	11	5	94
O=C(O)c1cc2ccccc2oc1=O
    ·	102	99	24	102	101	6	102	13	18	105
CSc1ncc(CN2CCCC(C(=O)c3sccc3C)C2)cn1 (stereo not drawn)
    6	100	94	10	99	98	3	100	-12	14	103
CCN(CC)S(=O)(=O)c1cc(NC(=O)C(C)N2CC=C(c3ccccc3)CC2)ccc1C (stereo not drawn)
    -6	102	98	9	99	103	14	99	-19	15	99
CN1CCN(c2ccc([N+](=O)[O-])c(Sc3nncn3C)c2)CC1
    8	101	97	20	95	104	8	99	-30	4	102
CC(=O)Nc1cc([As](=O)(O)O)ccc1O
    ·	101	99	19	99	98	6&6	97	-7&-13	17&0	97
COCCCn1c(N)c(C(=O)OCCOC)c2nc3ccccc3nc21
    0	104	102	12	99	103	10	98	-15	19	100
COC(=O)[C@@H]1C[C@@]1(C)[C@@H](NP(=O)(c1ccccc1)c1ccccc1)c1ccccc1
    -46	111	102	·	101	105	9	97	-4	1	103
NC(=O)c1cn(C2OC(CO)C(O)C2O)c2ncnc(N)c12 (stereo not drawn)
    ·	100	98	17	98	98	7	98	-14	0	100
CC(C)Sc1nnc([C@@H](N)Cc2ccccc2)o1
    -10	105	101	14	102	105	32	102	16	24	98
CCN(CC)C(=O)c1ccc(NC(=O)CCCSc2ccccc2)cc1
    -22	96	97	7	100	95	23	101	-19	12	106
COc1ccc(O)c(C(C)(C)C)c1
    ·	98	97	14	95	99	9	99	-11	-11	97
COc1ccc2cc(C(=O)C3CCCN(C4CCOCC4)C3)ccc2c1 (stereo not drawn)
    ·	98	97	10	96	98	3	96	-1	11	96
Clc1ccc(C(c2ccccc2)c2ncc[nH]2)cc1 (stereo not drawn)
    4	103	98	4	97	99	13	97	-20	-10	99
CCOC(=O)CC1=C(C(=O)OCC)C2(C(=O)Nc3ccccc32)C(C#N)=C(N)O1 (stereo not drawn)
    ·	100	98	40	99	103	6	98	-11	10	98
CCSP1(=S)N=C(N2CCOCC2)C(C#N)=C2CCCN21 (stereo not drawn)
    ·	104	101	10	103	104	36	101	-7	-4	99
OC(CNC1CCCCC1)c1ccccc1 (stereo not drawn)
    ·	101	98	15	102	104	10	100	-17	-2	98
C/C(=N\N1CCN(C)CC1)c1c(O)n(Cc2ccccc2)c(=O)[nH]c1=O
    10	102	99	22	98	102	16	100	4	10	99
CCOC(=O)C1CCN(/C=C2/C(=O)NC(=O)N(c3cccc(C)c3C)C2=O)CC1
    18	93	94	18	97	95	5	96	13	-16	100
Cc1nc2ccc(Cl)cc2c(-c2ccccc2)c1C(=O)O
    -19	98	95	12	97	95	10	94	17	7	98
CCOCC(=O)NC1CCSC1=O (stereo not drawn)
    -5	98	99	47	98	98	1	101	-5	9	101
COc1ccc(CC2C(=O)NC(=O)N(c3ccccc3)C2=O)c(OC)c1 (stereo not drawn)
    6	106	101	16	103	102	8	104	38	29	100
O=c1[nH]c(=S)n(CCC2=CCCCC2)c(O)c1C=NCc1cccnc1
    19	100	101	77	98	98	12	97	-23	18	95
CC(=O)c1c(C)n(CCCOC(C)C)c2ccc(O)cc12
    ·	95	95	14	94	93	12	97	-13	10	94
Cc1ccc(OCC(=O)N2CCN(C3CCC(c4ccccc4)CC3)CC2)cc1 (stereo not drawn)
    0	98	93	21	98	95	10	97	-1	30	105
Cc1cc(OCc2nn[nH]n2)c2c3c(c(=O)oc2c1)CCC3
    -7	89	90	13	91	93	9	87	14	13	94

Part of the list above in another layout.
SMILES | Pf gametocyte | Rac1 wt modul | Rac1 mut GTP | GSH bead fluor | HRas wt GTP | Cdc42 wt | Avidin bead fluor | Rab2 wt GTP | Mcl1 Bid PPI | Mcl1 Noxa PPI | Rab7 wt GTP bind
CN1CCN(c2ccc([N+](=O)[O-])c(Sc3nncn3C)c2)CC1 | 8 | 101 | 97 | 20 | 95 | 104 | 8 | 99 | -30 | 4 | 102
CC(=O)Nc1cc([As](=O)(O)O)ccc1O | · | 101 | 99 | 19 | 99 | 98 | 6&6 | 97 | -7&-13 | 17&0 | 97

(next part)
The line under a structure holds: Pf gametocyte	Rac1 wt modul	Rac1 mut GTP	GSH bead fluor	HRas wt GTP	Cdc42 wt	Avidin bead fluor	Rab2 wt GTP	Mcl1 Bid PPI	Mcl1 Noxa PPI	Rab7 wt GTP bind
O=C(COC(=O)c1ccc(O)cc1)Nc1ccc(Cl)cc1C(=O)c1ccccc1
    1	100	97	15	97	98	7	97	5	7	99
CNC(=S)NC1CC2CCCC(C1)N2CC(C)C (stereo not drawn)
    ·	103	98	59	102	100	7	99	-63	0	102
CC(O)(CS(=O)(=O)c1cccc(C(F)(F)F)c1)C(=O)Nc1ccc(C(F)(F)F)cc1 (stereo not drawn)
    ·	106	99	33	103	108	10	101	-25	7	98
O=C1NC(=O)C(=Cc2ccc3c(c2)OCO3)C(=O)N1
    10	97	93	19	92	95	9	93	-37	7	103
COCCCn1c(N)c(C(=O)NCCC(C)C)c2nc3ccccc3nc21
    1	101	98	11	100	102	8	100	15	26	102
Cc1ccc(/C=C2/C(=O)NC(=O)N(CCc3ccc(F)cc3)C2=O)s1
    ·	92	93	8	91	89	12	91	4	8	86
Cc1ccsc1C(=O)C1CCCN(Cc2cc3ccccc3o2)C1 (stereo not drawn)
    6	97	93	9	97	94	2	95	12	13	97
CCN1CCN(c2ccc(NC(=O)C(C)C)cc2Cl)CC1
    ·	106	103	20	104	105	36	105	-15	11	105
O=C(O)CCCc1ccc(N(CCCl)CCCl)cc1
    ·	97	99	22	97	93	10	97	-20	5	97
CCC(C)/C=C(C)/C=C/C1=CC2=C(Cl)C(=O)C(C)(OC(C)=O)C(=O)C2=CO1 (stereo not drawn)
    ·	99	94	20	96	96	6	97	0	22	104
CCOP(=S)(OCC)c1ccc(N(C)C)cc1
    ·	108	102	65	101	103	13	101	-34	8	101
Cc1oc2ccc(OC(=O)N(C)C)cc2c1C(=O)OC(C)C
    13	103	98	29	102	102	15	101	-28	9	94
COc1ccccc1C(=O)C1CCCN(Cc2cnc(C)s2)C1 (stereo not drawn)
    -6	98	96	52	97	94	10	96	1	3	94
CNCC(O)c1cccc(OC(=O)c2ccccc2C)c1 (stereo not drawn)
    9	101	97	34	99	97	7	101	-15	13	98
CCC12CN3CCN(CC(C3)/C1=N/NC(N)=O)C2
    12	103	101	14	103	102	11	102	-23	-2	109
O=c1cc(C2CCNCC2)[nH][nH]1
    -25	108	99	45	102	105	7	100	-71	14	102
O=c1[nH]c(=S)n(C2CC2)c(O)c1/C=N/Nc1ccccc1
    ·	102	101	21	99	100	14	100	-53	11	99
CN1C2CCC1CC(OC(=O)c1cc(Cl)cc(Cl)c1)C2 (stereo not drawn)
    ·	99	95	34	97	97	9	97	-5	8	96
C[C@H]1CCC/C=C/C2C[C@H](O)CC2[C@H](O)/C=C/C(=O)O1 (stereo partly drawn)
    ·	105	100	21	101	103	11	100	-1	18	93
CCCCCCn1c(=O)c(C(=O)Nc2nnc(C)s2)c(O)c2ccccc21
    ·	98	96	15	100	97	11	99	-25	-38	107
CNC(=S)N1CC2CC(C1)c1cccc(=O)n1C2 (stereo not drawn)
    7	101	97	20	100	99	9	99	-55	-3	99
COP(=O)(OC)C(O)C(Cl)(Cl)Cl (stereo not drawn)
    ·	102	98	20	102	103	7	101	5	12	97
CN1CCN(c2ccc(NC(=O)Oc3ccccc3)cc2)CC1
    ·	110	102	9	105	103	8	105	-25	9	103
COC(=O)C(O)(c1cn(C)c2ccccc12)C(F)(F)F (stereo not drawn)
    13	102	101	27	101	103	12	102	-30	0	98
CCOC(=O)c1c(C)n(Cc2ccccc2)c2ccc(O)cc12
    -9	100	95	25	97	93	12	94	-41	18	98
CCOC(=O)Cn1cc(C(=O)c2ccccc2F)c2ccccc21
    ·	103	98	20	100	102	35	99	-16	0	102
Cc1cccc2c1=NC(=O)/C(=C/c1c(O)[nH]c(=O)[nH]c1=O)C=2
    ·	100	97	10	99	100	13	99	-12	19	98
CN1CCN(Cc2nnc3n2-c2ccc(Cl)cc2C(c2ccccc2)=NC3)CC1
    -3	105	100	14	103	103	16	103	-20	-13	96
CC1CN(C)C(C)(C)CC1(O)c1ccccc1 (stereo not drawn)
    2	101	99	4	99	100	4	98	-21	13	96
CCOc1ccc(-n2c(O)c(N=Nc3ccc([N+](=O)[O-])cc3)c(=O)[nH]c2=O)cc1
    ·	94	91	8	94	92	9	96	-40	23	100
N#Cc1cc2c(nc1SCC(=O)Nc1cc(Cl)ccc1Cl)C1CCN2CC1
    -1	100	101	16	98	99	7	99	-2	11	99

Screens from PubChem BioAssay.

Not all compounds are listed; count on the stated rates, not on these rows.
